# FBPA coupling cs = counter-screen for Giardia aldolase inhibitors: coupling enzyme system. coupling enzyme system counterscreen, AmpLite Red fluorescence. activity change, negative = inhibition, % at 58.2 µM, hits read low. 0.67% of 290,000 active; in the data active = activity change below about -30%; also: % is scaled to controls: 0 for no effect and ±100 for the full control effect
#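 Activity here indicates interference with the coupling reaction, not aldolase inhibition. Compounds at 57.5 uM final met coupling enzymes for 10 min at RT; substrate and AmpLite Red detection followed, with a 525/598 nm fluorescence read after 20 min.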
# Gal4-VP16 FLuc = inhibits Gal4-VP16 luciferase reporter, ROR gamma counter-screen. Drosophila S2 Gal4-VP16 UAS-luciferase, luminescence, 20 h. Potency, µM (top dose mostly 53.6 µM), inactives show at the highest dose activity, negative = inhibition, actives largely listed as inhibitors. 3.5% of 310,000 active. AID 2546;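 also: Gal4-VP16 expression switched on by copper sulfate through the metallothionein promoter; potency is read from the fitted curve at half-maximal effect; % is scaled to controls: 0 for no effect and ±100 for the full control effect; nearly all actives have a fitted effect of over 50% in size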
# ELG1 genotox = induces genotoxicity in HEK293T cells with luciferase-tagged ELG1 | HEK293T ELG1-luciferase reporter, luminescence, 16 h | 1.3% of 330,000 active | Potency, µM (doses to about 46 µM), for inactives: at the highest dose activity change, positive = activation, hits mostly activators; also: potency is read from the fitted curve at half-maximal effect; % of control where 0% means no effect; nearly all actives have a fitted effect of over 60% in size
#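 After overnight (16 hr) compound treatment at 37 °C, ELG1-luciferase HEK293T cells were lysed with ONE-Glo; luminescence quantified 30 min later at room temperature.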
# Giardia killer = Giardia lamblia killing | Giardia lamblia trophozoite viability | activity change, % at 7.66 µM, hits read low | 0.15% of 340,000 active | AID 540267; in the data active = activity change below about -80%; inconclusive = between about -30% and that limit;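 also: parasites exposed to compound for two days anaerobically before the ATP read; % is scaled to controls: 0 for no effect and ±100 for the full control effect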
#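 Luminescent ATP signal served as the viability read-out, measured 15-30 min after adding ATP detection reagent to trophozoites that had been incubated with compounds for 48 hrs at 37 deg C anaerobically at 100 cells/well.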
# RORgamma inh = blocks mouse ROR gamma transcriptional activity; 5.4% of 310,000 active; P51450; Potency, µM (series often up to 53.6 µM), without a hit: at the top dose activity change, negative = inhibition, actives largely listed as inhibitors; Drosophila S2 Gal4-RORgamma UAS-luciferase reporter, 20 h; also: potency is read from the fitted curve at half-maximal effect; % is scaled to controls: 0 for no effect and ±100 for the full control effect; nearly all actives have a fitted effect of over 60% in size
#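 Luminescence from a UAS-regulated Photinus luciferase reporter in stably transfected Drosophila Schneider cells is measured; decreased signal marks ROR gamma inhibition. Fusion expression is induced by 700 uM copper sulfate for 20 hr.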
# Tb PFK inh = inhibitors of T. brucei phosphofructokinase | T. brucei PFK, ADP-Glo luminescence | Potency, µM (highest dose often 57.5 µM), for the others: at the highest dose activity, negative = inhibition, actives largely listed as inhibitors | 0.17% of 330,000 active;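 also: potency is read from the fitted curve at half-maximal effect; 0% = uninhibited 1x PFK enzyme wells and -100% = no-enzyme wells; nearly all actives have a fitted effect of over 60% in size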
# Target sequence (O15648 whole entry, looked up): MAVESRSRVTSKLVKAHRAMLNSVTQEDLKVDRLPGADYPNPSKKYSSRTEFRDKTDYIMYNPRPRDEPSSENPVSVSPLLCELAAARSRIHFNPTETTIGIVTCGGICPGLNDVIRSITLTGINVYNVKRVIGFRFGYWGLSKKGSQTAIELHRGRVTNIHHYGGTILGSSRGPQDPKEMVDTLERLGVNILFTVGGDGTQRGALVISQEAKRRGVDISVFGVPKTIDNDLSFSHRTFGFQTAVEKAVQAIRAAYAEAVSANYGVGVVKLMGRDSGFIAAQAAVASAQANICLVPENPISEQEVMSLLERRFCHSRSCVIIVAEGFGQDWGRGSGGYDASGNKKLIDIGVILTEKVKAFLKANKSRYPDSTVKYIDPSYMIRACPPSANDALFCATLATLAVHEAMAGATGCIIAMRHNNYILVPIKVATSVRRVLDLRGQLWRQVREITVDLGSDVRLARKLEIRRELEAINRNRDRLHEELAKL
#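 ADP-Glo luminescence quantified ADP after 45 min at room temperature, with 1.25 nM T. brucei PFK, 0.1 mM ATP and 0.5 mM fructose-6-phosphate in pH 8.0 TEA buffer. qHTS titrations up to 57 µM; curves classified by quality.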
# NPC1 promoter act = activators of NPC1 promoter | Huh7 NPC1 promoter luciferase reporter, 24 h | Potency, µM (doses to about 9.22 µM), for inactives: at the top dose activation, usual class: activators | 2.4% of 320,000 active | AID 485313;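 also: potency is read from the fitted curve at half-maximal effect; % of control where 0% means no effect; nearly all actives have a fitted effect of over 60% in size; reporter is driven by a mutant NPC1 promoter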
#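 Luciferase expression driven by the NPC1 promoter was measured in stably transfected Huh7 cells after a 24 h compound incubation, using a luciferase reagent and a luminescence read.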
# FLuc modulator = inhibits or activates purified firefly luciferase, miR-21 counter-screen | purified FLuc, Km substrates, luminescence inhibition | AID 588342 | 6.9% of 360,000 active | Potency, µM (series often up to 57.5 µM), inactives show top-dose activity change, negative = inhibition, most hits filed as inhibitors | P08659;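 also: potency is read from the fitted curve at half-maximal effect; plate controls were vehicle for no effect and reference inhibitor for full effect; nearly all actives have a fitted effect of over 55% in size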
# Target sequence (P08659 whole entry, looked up): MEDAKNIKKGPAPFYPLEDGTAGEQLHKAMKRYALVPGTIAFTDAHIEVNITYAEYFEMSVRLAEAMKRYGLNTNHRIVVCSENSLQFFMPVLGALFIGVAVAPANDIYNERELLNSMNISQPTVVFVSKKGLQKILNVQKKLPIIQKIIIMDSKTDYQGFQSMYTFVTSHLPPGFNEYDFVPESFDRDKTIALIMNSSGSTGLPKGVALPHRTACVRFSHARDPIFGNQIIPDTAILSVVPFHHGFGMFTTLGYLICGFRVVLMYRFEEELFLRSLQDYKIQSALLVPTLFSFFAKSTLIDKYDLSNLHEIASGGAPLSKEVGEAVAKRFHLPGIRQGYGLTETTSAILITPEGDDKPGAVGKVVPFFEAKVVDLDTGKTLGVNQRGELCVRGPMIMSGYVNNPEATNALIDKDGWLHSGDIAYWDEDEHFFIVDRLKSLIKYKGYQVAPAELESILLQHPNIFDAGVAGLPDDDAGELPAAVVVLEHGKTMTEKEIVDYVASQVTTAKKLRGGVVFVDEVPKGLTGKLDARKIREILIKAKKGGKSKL
#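 Purified P. pyralis luciferase, 10 nM final, with Km-level 10 uM D-luciferin and 10 uM ATP in 50 mM Tris acetate pH 7.5, 10 mM Mg acetate, 0.01% Tween-20, 0.05% BSA; 6-point qHTS titration about 60 µM downward; luminescence read.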
# Rab9 prom act = Rab9 promoter activation | AID 485297 | Potency, µM (highest dose often 9.22 µM), inactives show at the highest dose activation, negative = inhibition, most hits filed as activators | Huh7 Rab9 promoter-luciferase reporter, luminescence, 24 h | 2.8% of 320,000 active; also: potency is read from the fitted curve at half-maximal effect; % of control where 0% means no effect; nearly all actives have a fitted effect of over 60% in size
#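 Promoter activation is measured as luciferase luminescence in Huh7 cells stably transfected with a Rab9 promoter–luciferase construct, following 24 h compound exposure at 37 °C and 10 min reagent incubation at ambient temperature.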
# KCNH2 3.1 block = inhibitors of human KCNH2 3.1 potassium channel isoform; U2OS KCNH2 3.1, thallium flux FluxOr; hits give low values; activity change, % (tested at about 1.8 µM); 0.95% of 340,000 active;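 active = maximum activity change below -70%; inconclusive = maximum activity change from -70% to -50%; inactive = maximum activity change above -50%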;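 also: thallium influx rate constant from kinetic fluorescence after stimulation buffer; % is scaled to controls: 0 for no effect and ±100 for the full control effect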
#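 Virally transduced U2OS (3.1 isoform, 4 h infection in dark at RT) → overnight 37 C → FluxOr + Red40 in HBSS/HEPES, 45 min → stimulation buffer, 2 min kinetic read → rate constant vs DMSO controls.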
# uPA surface inh = blocks generation of uPA at the cell surface; Potency, µM (top dose mostly 38.3 µM), inactives show top-dose activity change, negative = inhibition, usual class: inhibitors; cell surface uPA generation assay, qHTS; 0.31% of 330,000 active; active = well fitted inhibition curve with a large enough effect; inconclusive = small, poorly fitted or top-dose-only effect; inactive = no such curve, though single readings can be large or run the other way; tested in mouse RAW 264.7 cells; also: potency is read from the fitted curve at half-maximal effect; % is scaled to controls: 0 for no effect and ±100 for the full control effect; nearly all actives have a fitted effect of over 55% in size
# Active calls of the source: *; ? = inconclusive; / = not tested or not shown; & = joins results of further samples; [ ] = dose if it differs, or a comment. Unless noted, calls follow the shape of the dose curve; as a rule, active = well fitted curve in the direction sought with a large enough effect; inconclusive = small, poorly fitted or top-dose-only effect, or another doubt; inactive = no such curve, though single readings can be large; an effect the other way counts as inactive or inconclusive. A portion of the library, so the mix of outcomes need not match the whole.
SMILES,FBPA coupling cs,Gal4-VP16 FLuc,ELG1 genotox,Giardia killer,RORgamma inh,Tb PFK inh,NPC1 promoter act,FLuc modulator,Rab9 prom act,KCNH2 3.1 block,uPA surface inh
c1ccc(CN2CCN(Cc3ccc4ccccc4c3)CC2)cc1,-2,6%,-2%,15,-25%,0%,1%,-1%,-3%,-15,-2%
COc1ccc(/C=C/C(=O)NC(=S)N2C[C@H]3C[C@H](C2)c2cccc(=O)n2C3)cc1,-2,8%,4%,-19,-21%,4%,5%,-11%,12%,-4,5%
CN1CCC(N(C)Cc2cccnc2)CC1,-1,-4%,0%,-14,-15%,-10%,0%,-14%,-2%,-4,5%
CC(C)CC(NS(=O)(=O)c1ccc2c(c1)oc(=O)n2C)C(=O)N1CC=C(c2ccccc2)CC1 (configuration not stated),0,3%,-8%,6,?,0%,-2%,-1%,5%,15,14%
Cc1ccc(N)c(C(=O)c2ccc(Br)cc2)c1,-11,?,-1%,-15,?,1%,1%,-16%,4%,/,-1%
Nc1ccc(S(=O)(=O)N2CC3CC(C2)c2cccc(=O)n2C3)cc1 (configuration not stated),0,3%,1%,5,-1%,0%,0%,1%,-8%,14,0%
Cc1ccccc1N1C(=O)NC(=O)/C(=C\c2cc(Br)c(N3CCOCC3)o2)C1=O,3,-19%,?,8,-19%,8%,-2%,-12%,3%,12,-2%
CN(C)CC1CSCCC1(O)c1ccccc1Cl (configuration not stated),-2,-7%,-1%,?,-2%,2%,-2%,4%,-5%,-11,0%
CC(=NCc1ccco1)c1c(O)n(-c2ccccc2)c(=O)[nH]c1=O,/,-11%,5%,-5,?,2%,-5%,3%,/,3,5%
C[C@H]1OC[C@@H](C[N+](C)(C)C)O1,3,1%,1%,13,2%,3%,2%,1%,2%,3,-5%
O=C(Oc1ccc2ccccc2c1)c1ccco1,4,-9%,3%,-1,4%,3%,-2%,12µM*,5%,-1,-1%
COc1ccc(C(=O)OCC(=O)Nc2ccc([N+](=O)[O-])cc2OC)c(O)c1,0,4%,?,29,?,-2%,-6%,0%,-8%,10,-1%
COc1ccc(CN2C(=O)NC(=O)/C(=C\c3ccco3)C2=O)cc1,1,-7%,-1%,-5,-5%,0%,-9%,24µM*,-2%,-7,3%
ClCCN1CCN(c2ccnc3cc(Cl)ccc23)CC1,4,-2%,11%,-3,-18%,0%,-4%,-7%,-4%,-36,-16%
C[C@]12CCC3C(CC[C@H]4C[C@@H](O)CC[C@]34C)C1C[C@@H](O)[C@H]2O (some centres not stated),/,/,-3%,1,/,2%,/,/,/,3,5%

# 8 of these compounds in a different format.
# Order of results – FBPA coupling cs	Gal4-VP16 FLuc	ELG1 genotox	Giardia killer	RORgamma inh	Tb PFK inh	NPC1 promoter act	FLuc modulator	Rab9 prom act	KCNH2 3.1 block	uPA surface inh
c1ccc(CN2CCN(Cc3ccc4ccccc4c3)CC2)cc1
→ -2	6%	-2%	15	-25%	0%	1%	-1%	-3%	-15	-2%
COc1ccc(/C=C/C(=O)NC(=S)N2C[C@H]3C[C@H](C2)c2cccc(=O)n2C3)cc1
→ -2	8%	4%	-19	-21%	4%	5%	-11%	12%	-4	5%
CN1CCC(N(C)Cc2cccnc2)CC1
→ -1	-4%	0%	-14	-15%	-10%	0%	-14%	-2%	-4	5%
CC(C)CC(NS(=O)(=O)c1ccc2c(c1)oc(=O)n2C)C(=O)N1CC=C(c2ccccc2)CC1 (configuration not stated)
→ 0	3%	-8%	6	?	0%	-2%	-1%	5%	15	14%
Cc1ccc(N)c(C(=O)c2ccc(Br)cc2)c1
→ -11	?	-1%	-15	?	1%	1%	-16%	4%	/	-1%
Nc1ccc(S(=O)(=O)N2CC3CC(C2)c2cccc(=O)n2C3)cc1 (configuration not stated)
→ 0	3%	1%	5	-1%	0%	0%	1%	-8%	14	0%
Cc1ccccc1N1C(=O)NC(=O)/C(=C\c2cc(Br)c(N3CCOCC3)o2)C1=O
→ 3	-19%	?	8	-19%	8%	-2%	-12%	3%	12	-2%
CN(C)CC1CSCCC1(O)c1ccccc1Cl (configuration not stated)
→ -2	-7%	-1%	?	-2%	2%	-2%	4%	-5%	-11	0%

# (cont.)
SMILES,FBPA coupling cs,Gal4-VP16 FLuc,ELG1 genotox,Giardia killer,RORgamma inh,Tb PFK inh,NPC1 promoter act,FLuc modulator,Rab9 prom act,KCNH2 3.1 block,uPA surface inh
CCc1ccc(NP(=O)(Oc2ccccc2F)Oc2ccccc2F)cc1,0,-18%,-3%,8,?,6%,-5%,-6%,27%,14,8%
COc1ccc(-n2c(/C=C/c3ccc(O)c(OC)c3)nc3ccccc3c2=O)cc1,0,5%,-1%,-17,24%,-10%,-7%,?,3%,-13,1%
Cc1ccccc1-n1c(O)c(C(c2ccncc2)c2c(O)n(-c3ccccc3C)c(=O)[nH]c2=O)c(=O)[nH]c1=O,2&3,7%&-3%,0%&-1%,-2&-3,-5%&21%,0%&-2%,2%&-2%,-1%&-2%,0%&2%,-4&6,-2%&5%
CNC(=O)Oc1ccc(-c2cn3cc(Cl)ccc3n2)cc1,-13,?,?,-86*,6.3µM*,-7%,0.89µM*,1.1µM*,0.63µM*,18,-8%
Cc1nn(Cc2ccccc2Cl)c(Cl)c1C(=O)OC(C(=O)NC(N)=O)C(C)C (configuration not stated),-3,-2%,-3%,7,18%,0%,-1%,2%,-5%,-3,-2%
CCCCCn1c(=O)c(C(=O)NCc2ccccc2)c(O)c2ccccc21,1,?,4%,-11,13µM*,-6%,-3%,-1%,4%,-13,10%
O=C(C1c2ccccc2C(=O)N2CCc3ccccc3C12)N1CCC2(CC1)OCCO2 (configuration not stated),0,-7%,-3%,-8,-1%,-1%,-2%,12%,2%,4,/
CCCCCn1c(=O)c(C(=O)Nc2ncccc2C)c(O)c2ccccc21,-4,8.9µM*,-6%,-13,8.9µM*,-3%,1%,1%,2%,-30,-8%
CCCNC(=O)Cn1cnc2sc(C(=O)N3CCC4(CC3)OCCO4)c(C)c2c1=O,/,-1%,1%,-19,-18%,4%,0%,0%,6%,19,1%
CC(NCc1ccccc1Cl)C(O)c1ccccc1 (configuration not stated),0,-13%,7%,-5,12%,-6%,3%,-8%,1%,15,-1%
OC1/C(=C/c2ccc(Cl)cc2Cl)N2CCC1CC2 (configuration not stated),0,0%,2%,22,10%,-2%,-1%,-11%,-3%,9,2%
Cc1cc(N2CCCC2)ccc1C=C(C#N)C#N,-2,4%[10 µM],-8%,9,10%,-3%,-1%,-1%,-1%,1,2%
CC1(C)N(O)C2CCCCC2N1O (configuration not stated),-2,?,1%,-1,16µM*,0%,-3%,3%,1%,2,7%
COC(=O)C1=C(c2cccc(OCc3ccccc3)c2)C[C@@H]2CC[C@H]1N2C(=O)NCc1ccc(C(C)(C)C)cc1,/,/,-1%,-15,/,6%,-6%,3%,1%,1,?
COC(=O)C(O)(c1ccc(N=Cc2ccccc2O)c(C)c1)C(F)(F)F (configuration not stated),-1,0%,-1%,-2,-7%,4%,-4%,5%,-1%,5,0%
N#Cc1c(Cl)nc(Cl)c2c1CCN(Cc1ccccc1)C2,-7,-15%,8%,27,-10%,3%,-2%,3%,-8%,-9,-6%
O=P(Nc1ccccc1)(Nc1ccccc1)Oc1cccc(Cl)c1,0,1%,-5%,-7,5%,1%,0%,2%,2%,-8,/
O=C(C(=O)N1CCC2(CC1)OCCO2)c1c[nH]c2ccccc12,-3,14%,5%,6,-3%,-3%,2%,-2%,-2%,1,2%
CC(=NCCC1=CCCCC1)c1c(O)n(C)c(=O)n(C)c1=O,-2,-2%,-6%,-23,0%,0%,0%,2%,0%,7,-3%
Cc1cccc(N2C(=O)NC(=O)/C(=C\C=C\c3ccco3)C2=O)c1,4,?,-21%,1,-117%,?,-13%,?,3%,6,10µM*
CC[N+](C)(CC)CCC[n+]1c(-c2ccccc2)c2cc(N)ccc2c2ccc(N)cc21,-39*,2.5µM*,-41%[inhibitor],/,3.2µM*,-12%,-3%,?,0%,/,/
